NOD1 NF-kB reporter: NOD1 signaling inhibitors, primary screen, cell-based, luminescence, uHTS (AID 1578) | NOD1-driven NF-kB luciferase reporter cells, luminescence; higher % means a stronger effect | inhibition, % at 4 µM, or EC50 in µM where a hit was titrated | actives 1% (n = 290,000); in the data active = inhibition mostly above about 36%, no sharp cut-off; inactive = mostly below about 34%;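 note: HEK-293T reporter cells stimulated with the NOD1 agonist gamma-tri-DAP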
GPR55 LPI antagonism: inhibition of LPI-stimulated GPR55 beta-arrestin translocation – imaging, U2OS, beta-arrestin-GFP, LPI agonist, primary screen (AID 2013); U2OS GPR55 beta-arrestin-GFP translocation imaging, LPI antagonism; higher % means a stronger effect; one-dose inhibition, % at 10 µM; IC50 in µM for titrated hits; actives 0.13% (n = 290,000);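 active = spots per cell inhibited over 60%, with over 100 cells counted and total cytoplasm intensity under 500,000; inconclusive = wells with under 100 cells, flagged as likely toxic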;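 note: U2OS cells stably carrying GPR55 and arrestin-GFP stimulated by 5 µM LPI near EC80; imaged beta-arrestin-GFP aggregate spots per cell after agonist stimulation; plate controls were LPI-stimulated DMSO wells for no effect and DMSO wells without LPI for full effect; some results filed as inactive read as strong as hits; confirmed hits need IC50 under 10 µM and bright autofluorescent wells are also inconclusive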
SIAH1 antagonists: blockers of Siah-1 interaction with plectin peptide – biochemical, fluorescence polarization, rhodamine-plectin, uHTS, primary screen (AID 1817). actives 0.02% (n = 290,000). one-dose displacement, % at 20 µM; IC50 in µM for titrated hits. Siah-1 / rhodamine-plectin peptide fluorescence polarization; higher % means a stronger effect;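 active = displacement of at least 50% at 20 µM, with a fluorescence ratio check between 0.3 and a set limit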;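 note: plate controls were Siah plus tracer with DMSO for no effect and tracer alone without Siah for full effect; strong numbers were not always called active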
KOR beta-arrestin-1: KOR agonists, beta-arrestin recruitment, primary screen, cell-based, luminescence, uHTS (AID 1777); KOR beta-arrestin recruitment, luminescence; higher % means a stronger effect; activation, % at 10 µM, or EC50 in µM where a hit was titrated; actives 0.02% (n = 280,000); in the data active = activation above about 50%, passing the limit was not always enough; note: a part of the inactive calls stands beside numbers as strong as those of hits
HIV peptide binding: cell-free HIV fusion peptide-binding blockers – biochemical, uHTS, fluorescence dequenching, primary screen (AID 1986) | cell-free peptide binding, fluorescence dequenching, 30 min; higher % means a stronger effect | actives 0.3% (n = 290,000) | inhibition, % at 20 µM, or IC50 in µM where a hit was titrated; in the data active = inhibition mostly above about 52%, no sharp cut-off; inactive = mostly below about 76%; note: some results filed as inactive read as strong as hits
KOR beta-arrestin-2: kappa opioid receptor blockers – cell-based, luminescence, uHTS (AID 1778) | KOR beta-arrestin recruitment, luminescence, antagonist mode; higher % means a stronger effect | inhibition, % at 10 µM, or IC50 in µM where a hit was titrated | actives 0.091% (n = 290,000); in the data active = inhibition above about 50%; note: strong numbers were not always called active
AID2073: disruptors of CaV2.2 binding to Mint1 – biochemical, HTRF (AID 2073); actives 0.19% (n = 290,000); HTRF protein-protein interaction, Mint1-CaV2.2; higher % means a stronger effect; inhibition, % at 20 µM; hits with a dose series show IC50 in µM; in the data active = inhibition mostly above about 51%, no sharp cut-off; inconclusive = no clear call, values can overlap the other calls; inactive = mostly below about 53%; note: some results filed as inactive read as strong as hits
GPR55 beta-arrestin: selective activators of receptor GPR55 – imaging, U2OS cells, beta-arrestin-GFP redistribution, primary screen (AID 1961); U2OS GPR55 beta-arrestin-GFP redistribution imaging; higher % means a stronger effect; activation, % at 10 µM; hits with a dose series show EC50 in µM; actives 0.048% (n = 290,000);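 active = activation above 40% with more than 50 cells counted in the well; inconclusive = wells holding fewer than 50 cells, flagged as toxic or sparse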;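 note: U2OS osteosarcoma cells stably expressing GPR55 and beta-arrestin-GFP; plate controls were DMSO negative control for no effect and LPI positive control for full effect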
GPR35 antagonists: GPR35 antagonists blocking zaprinast-driven arrestin recruitment, primary screen, imaging, U2OS, beta-arrestin-GFP, zaprinast agonist (AID 2058). U2OS GPR35 beta-arrestin-GFP translocation imaging, zaprinast antagonism; higher % means a stronger effect. one-dose inhibition, % at 10 µM; IC50 in µM for titrated hits. actives 0.052% (n = 290,000);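 active = inhibition of at least 50% with at least 30 cells and total cytoplasm GFP at most 10,000,000; inconclusive = under 30 cells or total GFP of 10,000,000 plus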
Numbers without * were called inactive; ? = inconclusive; . = no result given; [ ] = dose if it differs, or a comment. This is a subset, so the mix of outcomes need not match the whole.

SMILES	NOD1 NF-kB reporter	GPR55 LPI antagonism	SIAH1 antagonists	KOR beta-arrestin-1	HIV peptide binding	KOR beta-arrestin-2	AID2073	GPR55 beta-arrestin	GPR35 antagonists
CC(C)(CO)CNC1CCCN(C2Cc3ccccc3C2)C1 (configuration not stated)	-26%	6%	4%	1.2%	1.2%	-40%[20 µM]	2%	0.1%	2%
COc1ccc(C(CNC(=O)CN2C(=O)NC3(CCCC3)C2=O)N(C)C)cc1 (configuration not stated)	-37%	-4%	13%	7.6%	0.1%	6%	8%	-0.1%	-4%
O=C(Nc1ccc2c(c1)C(=O)NC2=O)c1ccccc1Cl	-7%	14%	-2%	-1.5%	1.0%	-38%[20 µM]	11%	-0.1%	-13%
COc1ccccc1CNC(=O)N1CCN(c2ccccc2Cl)CC1	7%	6%	-3%	3.5%	1.0%	-17%	-12%	0.3%	18%
CCOc1ccc(-n2nc3c(=S)[nH]nc(C)c3c2C)cc1	-42%	4%	-2%	0.7%	3.1%	-18%	45%	0.3%	0%
CC(C)CC1C(C#N)=C(N)Oc2n[nH]c(-c3cccs3)c21 (configuration not stated)	-3%	-4%	-2%	11%	-0.1%	-13%	-7%	0.2%	-2%
Cc1ccc(S(=O)(=O)N(c2nc(N(C)C)nc(N(C)C)n2)n2cnnc2)cc1	.	8%	5%	2.8%	0.7%	21%	3%	0.0%	-5%
O=C(Nc1nc2ccccc2[nH]1)Nc1ccccc1F	-111%	5%	0%	0.6%	0.6%	-30%	5%	0.6%	9%
Cc1ccc(NC(=O)c2ccc3c(c2)OCCO3)cc1C	20%	4%	6%	-4.0%	2.2%	-4%	10%	-0.1%	1%
CCOc1cc(C(=S)N2CCCC2)ccc1OCc1ccccc1	10%	.	-2%	-1.5%	-1.0%	9%	0%	0.8%	-12%
Cc1ccc2[nH]c(=O)c(CN3CCCCC3)c(-c3ccccc3)c2c1	-33%	17%	-2%	.	3.3%	16%[20 µM]	16%	-0.1%	-10%
Cc1c(S(=O)(=O)c2ccccn2)c(N)n(Cc2ccccc2)c1C	-1%	16%	10%	-2.1%	4.2%	29%	-27%	-0.2%	-4%
CCc1c(C)[nH]n(-c2nc(-c3cccc([N+](=O)[O-])c3)cs2)c1=O	-1%	-1%	-8%	0.8%	4.7%	-79%	7%	0.5%	-2%
O=S(=O)(c1ccccc1)N1CCN(Cc2ccc(Cl)cc2)CC1	-10%	6%	6%	-1.2%	-1.2%	31%	2%	0.0%	-17%
Cc1nc(S(=O)(=O)Cc2ccccc2)nc2c1CCC2	-38%	0%	0%	-6.8%	0.2%	-17%[20 µM]	-10%	-0.1%	-5%
COC(=O)c1ccccc1NC(=O)N1CCN(S(C)(=O)=O)CC1	-16%	8%	6%	-1.0%	1.5%	-4%[20 µM]	19%	-0.2%	17%
COCCN(CC1CCCN(C2Cc3ccccc3C2)C1)C(=O)c1cccc(C)c1 (configuration not stated)	15%	12%	2%	3.7%	2.4%	34%	5%	-0.1%	-3%
COc1ccc(C(=O)NCCc2cccc(Cl)c2)cc1OC1CCN(C(C)=O)CC1	-33%	-11%	-2%	0.5%	0.1%	6%	?	-0.1%	-10%
COC(=O)C1=C(C)OC(N)=C(C#N)C1c1ccco1 (configuration not stated)	-30%	-3%	-5%	-1.8%	6.5%	-10%	21%	0.5%	-8%
COc1ccc(C2OC(=O)CC2C(=O)NCc2ccc(Cl)cc2)cc1OC (configuration not stated)	-35%	8%	4%	-3.9%	-0.5%	-12%	-10%	-0.2%	-16%
CC(C)c1ccc(C(=O)NCCCN2CCN(CCCNC(=O)c3ccc(C(C)C)cc3)CC2)cc1	-28%	3%	1%	-2.7%	-2.0%	.	7%	0.6%	-2%
O=C(NCc1cccc(CNC(=O)Nc2cccc(O)c2)c1)Nc1cccc(O)c1	-2%	8%	2%	-3.3%	-0.8%	-19%	8%	-0.1%	0%
COC(=O)c1ccc(N2CCN(S(=O)(=O)c3ccc(Br)cc3)CC2)c([N+](=O)[O-])c1	-22%	-12%	2%	0.2%	0.8%	32%	-5%	0.1%	-9%
O=C(Nc1nnc(-c2ccco2)o1)c1ccc([N+](=O)[O-])s1	-24%	-13%	-5%	-1.6%	17%	-6%	-12%	-0.1%	-11%
CCn1c(CNC(=O)c2ccccc2F)cc2cc(C)ccc21	-3%	7%	-1%	-0.8%	3.5%	-46%[20 µM]	5%	-0.1%	3%
CC(C)C(=O)Nc1nnc(SCC(=O)Nc2ccc3c(c2)OCCO3)s1	-23%	12%	-2%	-4.8%	0.9%	-14%	1%	1.6%	-16%
OCC1(CCOc2ccccc2)CCN(Cc2cccn2-c2ncccn2)CC1	-22%	3%	0%	-3.9%	1.0%	-4%	7%	-0.3%	12%
CC1CCCN(C(=O)NC(=O)c2ccc(Cl)cc2)C1 (configuration not stated)	-5%	4%	2%	-2.5%	0.2%	15%	-9%	0.0%	9%
O=C(O)CCc1ccc(-c2ccccc2)o1	-10%	-5%	-1%	-0.8%	6.0%	18%	46%	0.5%	2%
Cc1cc2c(cc1S(=O)(=O)NCc1ccccc1)n(C)c(=O)c(=O)n2C	9%	12%	-10%	-7.6%	-0.5%	-6%[20 µM]	15%	-0.3%	16%
O=C(CCc1nnc(Cc2c[nH]c3ccccc23)o1)NC(C1CC1)C1CC1	-38%	7%	4%	.	0.2%	-38%[20 µM]	-10%	-0.1%	-3%
O=C(CSc1nc2ccccc2c(=O)n1-c1ccccc1)N1CCc2ccccc2C1	9%	4%	1%	-2.4%	-2.0%	39%	-8%	-0.3%	6%
O=C(NCC1CCCO1)c1cc(S(=O)(=O)Nc2ccc(Br)cc2)ccc1Cl (configuration not stated)	-51%	-3%	6%	-3.9%	2.4%	-10%	-2%	-0.1%	-13%
NC(=O)c1nsc(C(=O)N(c2ccc(F)cc2)C(C(=O)NCC2CCCO2)c2ccc3ncccc3c2)c1N (configuration not stated)	5%	41%	-1%	-4.4%	0.4%	-3%	6%	-0.2%	4%
CN(C)c1ccc(N2C(=O)CC(Nc3ccc(N4CCOCC4)cc3)C2=O)cc1 (configuration not stated)	-35%	16%	7%	-2.1%	20%	8%	-16%	0.1%	1%
COC(=O)C1=C(C)N(CCc2ccc(OC)c(OC)c2)C(=O)/C1=C\N(C)C	-7%	-3%	2%	4.3%	3.0%	-42%	-6%	0.0%	-4%
O=C(N=C1SC2CS(=O)(=O)CC2N1c1cccc(F)c1)C1CC1 (configuration not stated)	-12%	-13%	-2%	3.8%	0.0%	-1%	8%	0.2%	45%
O=C(O)Cc1ccccc1C(=O)O	-17%	0%	3%	-1.0%	-0.9%	22%	-3%	-0.3%	-14%
O=C(Cc1cccc2ccccc12)Nc1cc(Cl)ccc1C(=O)O	42%	7%	5%	-2.8%	37%	-8%	27%	-0.1%	-4%
COc1cc(/C=N/n2nnnc2N)ccc1OCc1c(C)no[n+]1[O-]	-27%	-3%	0%	-1.5%	-0.7%	11%	1%	0.1%	.
Cc1ccnc(NC(=O)CCC(=O)N(CC(=O)NCCc2ccccc2)c2ccccc2F)c1	-9%	8%	0%	1.8%	-0.9%	1%	-4%	-0.2%	-4%
O=[N+]([O-])c1cccc(CN(CCO)Cc2ccccc2)c1	-10%	2%	3%	4.9%	-2.5%	-17%	1%	-0.1%	9%
COc1ccc(C2=NN(C(C)=O)C(c3cccs3)C2)cc1OC (configuration not stated)	41%	13%	0%	7.0%	0.9%	-46%[20 µM]	10%	0.4%	-7%
NC(=S)NCc1cccnc1	-9%	-2%	0%	-4.5%	-1.5%	6%	6%	0.4%	-4%
O=C(NCCn1cccn1)c1ccc(OC2CCN(C(=O)C3CC3)CC2)cc1	-36%	-3%	-2%	.	8.9%	-30%[20 µM]	-8%	-0.1%	5%
Clc1ccc(C(c2ccccc2)N2CCN(c3ccccn3)CC2)cc1 (configuration not stated)	-8%	16%	4%	1.8%	1.0%	28%	2%	0.2%	4%
Cc1ccc(-n2nc(C)c3c(C)c(CCC(=O)NCCCOC(C)C)c(C)nc32)cc1	-2%	-10%	2%	-3.5%	-0.8%	-21%	12%	0.4%	-4%
CC(=O)Nc1ccc(SCC(=O)Nc2ccccc2-c2ccccc2)cc1	-4%	-1%	2%	5.6%	-1.7%	14%	-16%	0.3%	-2%
O=C(NCCc1ccccc1F)C1CCCN1S(=O)(=O)c1ccccc1 (configuration not stated)	-6%	17%	4%	2.2%	-1.9%	-9%	0%	-0.1%	13%
COc1ccccc1/C=C/C(=O)NC(=S)NCC1CCCO1 (configuration not stated)	-32%	8%	6%	-4.6%	-0.3%	10%	-1%	0.1%	0%
Cc1cccc(NC2=C(Cl)C(=O)OC2NC(=O)c2ccccc2)c1 (configuration not stated)	9%	10%	-2%	3.2%	-1.4%	-37%	-3%	0.0%	-11%
COc1cccc(NC(=O)CCCNC(=O)Cn2cnc3sc(C)c(C)c3c2=O)c1	-6%	-3%	-2%	3.0%	-0.9%	-14%	-9%	0.3%	-6%
Cc1cc(N2CCOCC2)ccc1/C=C1\NC(=O)N(Cc2ccccc2)C1=O	-18%	6%	4%	-7.2%	7.8%	40%	-12%	-0.3%	-10%
COc1ccc(S(=O)(=O)N(C)CC(=O)NCCN2CCOCC2)cc1Cl	-38%	-3%	2%	-5.9%	0.4%	25%	12%	0.1%	-16%
CSCCC(NC(=O)c1ccc(Br)cc1)C(=O)O (configuration not stated)	-31%	7%	0%	0.4%	1.1%	26%	2%	-0.3%	-1%
O=S(=O)(O)c1nc2ccccc2n1Cc1cccc2ccccc12	-4%	-2%	-1%	3.9%	5.4%	-18%	8%	0.2%	3%
O=C(NCc1ccco1)/C(=C\c1cccnc1)NC(=O)c1ccccc1F	17%	8%	0%	-1.3%	-2.7%	-8%	2%	-0.3%	.
COC(=O)CCN(C(=O)C12CC3CC(CC(C3)C1)C2)c1ccccn1	-1%	-6%	4%	.	-1.8%	-6%	8%	-0.1%	6%

Screening data deposited in PubChem BioAssay by Sanford-Burnham Center for Chemical Genomics.
